# Compound activity (PubChem BioAssay)
# PfG6PD inh = PfG6PD (Plasmodium falciparum) enzyme inhibition. hit rate 0.78% among 350,000. PfGluPho enzyme, NADPH resazurin-diaphorase fluorescence. inhibition, % at 20 µM;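 active = inhibition reaching at least a set limit at 20 µM in the primary screen, cut at about 59% in these data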;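 also: 0% = DMSO wells with substrate and 100% = DMSO wells lacking glucose-6-phosphate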
# SENP7 block = SENP7 protease inhibition | recombinant SENP7, Z-RLRGG-aminoluciferin luminescence, 40 min | AID 434973 | inhibition, % at 5 µM | hit rate 1.5% among 330,000 | Q9BQF6;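 active = inhibition above about 50% at the single test dose, limit read from the data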;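 also: plate controls were DMSO with enzyme for no effect and no enzyme buffer wells for full effect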
# Target sequence (Q9BQF6 706-1050 limits assumed): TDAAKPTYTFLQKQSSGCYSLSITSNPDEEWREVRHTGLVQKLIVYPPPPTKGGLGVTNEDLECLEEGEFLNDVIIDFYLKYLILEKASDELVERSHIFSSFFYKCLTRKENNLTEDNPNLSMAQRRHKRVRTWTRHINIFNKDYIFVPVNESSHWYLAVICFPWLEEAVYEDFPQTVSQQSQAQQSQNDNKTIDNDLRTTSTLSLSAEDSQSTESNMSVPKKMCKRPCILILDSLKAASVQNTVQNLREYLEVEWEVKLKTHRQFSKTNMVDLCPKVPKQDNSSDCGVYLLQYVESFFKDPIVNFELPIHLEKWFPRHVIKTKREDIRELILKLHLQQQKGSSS
# SENP8 inh = inhibitors of human SENP8 protease | Q96LD8 | recombinant SENP8, Nedd8 substrate fluorescence | inhibition, % at 20 µM | hit rate 0.64% among 360,000 | AID 602440; in the data active = inhibition mostly above about 40%, no sharp cut-off; inactive = mostly below about 27%
# Target sequence (Q96LD8 whole entry, looked up): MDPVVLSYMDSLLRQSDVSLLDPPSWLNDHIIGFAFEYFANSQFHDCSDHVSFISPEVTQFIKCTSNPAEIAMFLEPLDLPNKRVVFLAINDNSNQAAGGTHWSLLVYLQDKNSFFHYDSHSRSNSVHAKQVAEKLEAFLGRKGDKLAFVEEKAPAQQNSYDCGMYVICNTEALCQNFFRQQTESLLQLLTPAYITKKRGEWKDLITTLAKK
# SENP6 block = SENP6 protease inhibition. Recombinant SENP6 catalytic domain, aminoluciferin luminescence. inhibition, % at 10 µM. hit rate 1.8% among 330,000. AID 2599;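 active = inhibition above about 50% at the single tested dose, limit read from the data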;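 also: plate controls were DMSO wells with enzyme for no effect and DMSO wells lacking enzyme for full effect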
# Target sequence (Q9GZR1 628-1112 limits assumed): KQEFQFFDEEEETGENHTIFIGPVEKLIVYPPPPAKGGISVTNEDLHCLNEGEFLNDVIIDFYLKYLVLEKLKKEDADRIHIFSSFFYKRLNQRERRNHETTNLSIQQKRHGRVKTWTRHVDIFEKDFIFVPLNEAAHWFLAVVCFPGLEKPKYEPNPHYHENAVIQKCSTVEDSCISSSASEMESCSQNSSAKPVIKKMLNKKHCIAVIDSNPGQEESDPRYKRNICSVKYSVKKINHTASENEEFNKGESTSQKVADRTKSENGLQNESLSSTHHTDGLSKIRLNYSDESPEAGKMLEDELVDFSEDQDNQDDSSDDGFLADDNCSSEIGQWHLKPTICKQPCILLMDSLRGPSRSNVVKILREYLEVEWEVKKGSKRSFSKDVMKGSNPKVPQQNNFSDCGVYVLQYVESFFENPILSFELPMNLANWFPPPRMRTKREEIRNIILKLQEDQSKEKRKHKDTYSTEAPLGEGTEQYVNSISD
# ATG4B inhibitor = blocks human ATG4B protease cleavage of LC3 substrate. inhibition, % at 8.33 µM. Q9Y4P1. ATG4B cleavage of LC3-PLA2, NBD-HPC fluorescence, 1 h. hit rate 0.51% among 340,000; in the data active = inhibition above about 40%
# GRIN3A LBD mod = modulates the human NR3A ligand-binding domain; Tm shift relative to glycine control, % at 25 µM; NR3A LBD differential scanning fluorimetry, Tm shift; 0% = protein alone, 100% = glycine-bound protein; hit rate 2.5% among 340,000;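 active = melting temperature shift of at least 10% of the positive control shift, at one fixed dose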
# MPTP block = blocks calcium-induced mitochondrial swelling. inhibition, % at 10 µM. hit rate 1.4% among 360,000. isolated mouse mitochondria, Ca2+ swelling absorbance, 30 min;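 active = inhibition of 50% or more, scaled per plate between neutral and stimulator controls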;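 also: 0% = DMSO wells given calcium and 100% = 1 mM EGTA wells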
# HKDC1 inh = HKDC1 (human) hexokinase inhibition | inhibition, % at 20 µM | recombinant HKDC1, G6PDH/diaphorase resazurin coupled fluorescence | Q2TB90 | AID 493160 | hit rate 0.16% among 340,000;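 active = inhibition above about 35% when tested at 20 µM, limit read from the data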;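 also: plate controls were DMSO wells with enzyme for no effect and DMSO wells lacking enzyme for full effect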
#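 Test system: HK5 enzyme. Quantity: 5 µg/mL HK5 final. Reagent: glucose and ATP substrates. Schedule: 90 min reaction incubation at room temperature, dark. Technique: resazurin-to-resorufin fluorescence via G6PDH and diaphorase coupling, 525/613 nm. Control set: DMSO wells with and without enzyme mix.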
# The depositor's hits bear a star; · = no result given.
1	Cc1ccc2cc(CN(CC(C)C)S(=O)(=O)c3cccc4nonc34)c(=O)[nH]c2c1
2	COc1cc(C(=O)OCC(=O)Nc2ccc(SC(F)F)cc2)cc(OC)c1OC
3	Cc1nnsc1C(=O)NC(=O)Nc1ccc(F)c(Cl)c1
4	CC(C)(C)Nc1nc(Cl)nc(Nc2ccccc2)n1
5	Cc1cc(C)cc(NC(=O)C(=O)NCCCN2CCOCC2)c1
6	CC(=O)Nc1ccc(NC(=O)CCCc2ccccc2)cc1
7	COC(=O)c1ccc(Cn2c(O)c(N=O)c3ccccc32)o1
8	COc1ccc2c(c1)C(=O)N(c1ccc(C)cc1)C(=O)C2
9	Cc1ccccc1CN(c1ccc(C(N)=O)cc1)S(C)(=O)=O
10	Cc1ccc(-c2nnc(N(C)C(=O)c3cccnc3)s2)cc1

Screen / compound no.	1	2	3	4	5	6	7	8	9	10
PfG6PD inh	-7	25	11	10	-4	1	-11	-4	-12	26
SENP7 block	0	0	18	-5	0	2	0	3	6	-3
SENP8 inh	-4	17	25	20	4	10	-33	27	13	11
SENP6 block	7	-7	82*	25	10	-3	-13	2	-4	-16
ATG4B inhibitor	-3	-9	-5	-3	-2	0	-7	0	3	-12
GRIN3A LBD mod	-10	-2	0	1	-1	2	3	0	0	0
MPTP block	-0.6	22	59*	0.1	-1.9	0.0	-0.5	0.1	-4.8	-0.5
HKDC1 inh	-5	8	0	2	2	-4	3	-4	-1	2

# Entries shown so far with an aryl methoxy group (2):
2	COc1cc(C(=O)OCC(=O)Nc2ccc(SC(F)F)cc2)cc(OC)c1OC
8	COc1ccc2c(c1)C(=O)N(c1ccc(C)cc1)C(=O)C2

Screen / compound no.	2	8
PfG6PD inh	25	-4
SENP7 block	0	3
SENP8 inh	17	27
SENP6 block	-7	2
ATG4B inhibitor	-9	0
GRIN3A LBD mod	-2	0
MPTP block	22	0.1
HKDC1 inh	8	-4

# Next part:
11	COc1ccc(C(=O)Nc2ccccn2)cc1S(=O)(=O)N1CCOCC1
12	CCn1c(=O)c2sccc2n(Cc2cccc(C)c2)c1=O
13	CC1(C2CC2)NC(=O)N(CC(=O)Nc2ccc(F)cc2F)C1=O (stereo not drawn)
14	Oc1cccc(/C=N/NC(=S)NCCN2CCOCC2)c1O
15	CC(=O)NC(Cc1ccc(C)cc1)C(=O)NC1CCN(C(=O)c2cnccn2)CC1 (stereo not drawn)
16	COc1ccccc1NC(=O)CCc1nc(-c2ccccc2F)no1
17	COc1ccc(NC(=O)CN2C(=O)NC3(CCCCC3C)C2=O)cc1S(=O)(=O)N1CCOCC1 (stereo not drawn)
18	N#CC1=C(N2CCCCC2)c2cc3c(n2C1=O)CCCC3
19	CC1(C)CC(CCN(Cc2ccccc2)C(=O)c2ccco2)(c2ccccc2)CCO1 (stereo not drawn)
20	O=C(NCc1ccccn1)Nc1ccc(Cl)cc1

Screen / compound no.	11	12	13	14	15	16	17	18	19	20
PfG6PD inh	7	-18	3	-14	-10	6	1	0	-30	17
SENP7 block	16	6	11	4	0	-9	4	2	-6	1
SENP8 inh	-2	4	9	-206	7	11	-4	20	13	16
SENP6 block	2	9	8	-13	3	-19	-2	-6	-5	10
ATG4B inhibitor	4	1	2	-8	-7	-5	-11	-3	7	1
GRIN3A LBD mod	1	-1	0	1	0	-2	1	-2	5	-1
MPTP block	-1.8	-0.3	0.1	1.6	-1.2	0.5	-0.4	1.0	-0.9	10
HKDC1 inh	-11	0	0	4	3	1	-8	3	18	-2

21	CCN1CCN(S(=O)(=O)c2ccc(Cl)c(C(=O)NCc3ccco3)c2)CC1
22	CCC(C)N1CCCC1C(=O)Nc1c(C)cc(C)cc1C (stereo not drawn)
23	COC(=O)c1ccc(CNC(=O)C23CC4CC(CC(C4)C2)C3)cc1
24	c1ccc(-c2cc3c(NCC4COc5ccccc5O4)ncnc3s2)cc1 (stereo not drawn)
25	Cc1cccc(C(=O)NNC(=O)/C=C/C(=O)O)c1
26	CCCCC1=CC2=C(c3ccco3)C(=O)C(C)(OC(=O)c3ccc(OC)cc3)C(=O)C2=CN1CCCN(CC)CC (stereo not drawn)
27	CCOc1ccc(C(O)Cc2nc3ccccc3n2C)cc1 (stereo not drawn)
28	COc1ccc(CCCc2nnc(SCC(=O)N/N=C\c3ccc(O)c(OC)c3)o2)cc1C
29	CCCN1C(=O)/C(=C/c2ccc3c(c2)OCO3)NC1=S
30	Cc1ccc(OCC2Cn3c(nc4c3c(=O)n(C)c(=O)n4C)O2)cc1 (stereo not drawn)

Screen / compound no.	21	22	23	24	25	26	27	28	29	30
PfG6PD inh	-14	-22	3	16	0	30	10	14	5	-12
SENP7 block	-15	-1	6	-8	-4	13	3	11	·	-7
SENP8 inh	-18	17	4	-382	9	4	8	8	-25	18
SENP6 block	-6	1	8	-9	-6	14	-7	-15	·	-12
ATG4B inhibitor	7	1	-7	-2	-13	2	-2	-9	1	-4
GRIN3A LBD mod	2	-1	-3	3	-3	1	1	-13	-3	-6
MPTP block	0.0	-1.1	0.1	91*	-0.7	-1.0	-1.2	1.2	-1.2	-2.2
HKDC1 inh	-7	-5	-5	0	-17	13	2	0	-1	-8

31	Clc1ccc(Cn2nnc(-c3ccc(N4CCOCC4)cc3)n2)cc1
32	Cc1ccc(-n2ncc3c(NCC4CCCO4)ncnc32)c(C)c1 (stereo not drawn)
33	COC(=O)c1c(NC(C)=O)csc1C
34	CCn1nc(C(=O)OCC(=O)N2CCc3ccccc32)c2ccccc2c1=O
35	COc1ccccc1NC(=O)C(C)NS(=O)(=O)c1ccc(Cl)cc1 (stereo not drawn)
36	O=C(CSc1nnc(Nc2ccccc2)s1)NC1CC1
37	Cc1cc(C)n2nc(SC(C)C(=O)NC3CCCCC3C)nc2n1 (stereo not drawn)
38	Cn1c(NCc2ccccc2)cc(=O)n(C)c1=O
39	CCCCC1=CC2=CC(=O)C(C)(OC(=O)CCc3ccccc3)C(=O)C2=CO1 (stereo not drawn)
40	N#CCC(=O)N/N=C\c1ccc(OC/C=C/c2ccccc2)cc1

Screen / compound no.	31	32	33	34	35	36	37	38	39	40
PfG6PD inh	-15	6	-1	-5	13	9	2	1	19	-2
SENP7 block	2	-8	-8	4	-8	10	-4	3	-2	6
SENP8 inh	3	20	14	-2	7	11	2	3	-92	-18
SENP6 block	-17	-9	-17	-4	-5	4	-13	-15	0	-2
ATG4B inhibitor	3	2	5	-12	-12	-1	-1	-1	42*	4
GRIN3A LBD mod	-1	-1	1	-2	0	1	0	-1	2	-6
MPTP block	0.4	-1.2	0.7	2.1	0.1	0.3	-1.0	-0.6	3.4	1.5
HKDC1 inh	6	-8	-3	-13	1	-6	-4	1	16	-5

41	CCOC(=O)c1c(NC(=O)COC(=O)c2ccncc2)sc(C)c1C
42	Brc1cc2c(cc1C1OCCO1)OCO2
43	COC(=O)[C@@]1(Cc2ccc(F)cc2)[C@H]2c3cc(C(=O)N4CCCC4)n(CCc4ccccn4)c3C[C@H]2CN1C(=O)c1ccccc1
44	CCCNc1nc(Nc2ccc(C)c(Cl)c2)c2cnn(C)c2n1
45	Cc1csc(NC(=O)C2CCCCN2S(=O)(=O)c2ccccc2)n1 (stereo not drawn)
46	N#CCCN(C(=O)Nc1ccccc1)C1CCCCC1
47	O=C(c1ccccc1)c1ccccc1C(=O)N1CCN(C(=O)c2ccccc2)CC1
48	CCOc1ccc(/C=N/N2C(=O)C(CC(=O)Nc3ccc(F)cc3F)SC2=NC)cc1OC (stereo not drawn)
49	COc1ccc(C(=O)Nc2nc(-c3ccc([N+](=O)[O-])cc3)c(-c3ccccc3)s2)cc1
50	S=C(Nc1ccc(Cl)cc1Cl)Nn1cnnc1

Screen / compound no.	41	42	43	44	45	46	47	48	49	50
PfG6PD inh	3	-7	7	27	19	8	-5	6	3	47
SENP7 block	-7	·	6	-6	3	·	3	6	5	-3
SENP8 inh	3	2	·	-118	-25	9	7	23	-47	9
SENP6 block	-13	·	-5	-16	9	·	3	-6	16	-12
ATG4B inhibitor	-4	4	9	-8	-4	-8	5	-1	-2	13
GRIN3A LBD mod	-1	3	0	-2	-3	-1	-2	-2	2	0
MPTP block	-0.9	0.7	·	2.1	0.7	-0.4	0.6	3.3	2.1	7.2
HKDC1 inh	-1	-4	1	1	-1	-6	-10	-10	0	4

51	C=CCn1c(Sc2ncc([N+](=O)[O-])s2)n[nH]c1=O
52	Cc1cccc(N2CCN(S(=O)(=O)c3ccc4c(c3)OCCO4)CC2)c1C
53	CC(C)(C)c1cc(C(F)(F)F)nc(SCCCNC(=O)c2ccco2)n1
54	CC(=O)Nc1ccc(S(=O)(=O)NCCC(=O)OCc2nnc(-c3ccccc3)o2)cc1
55	COc1ccc(-c2csc(NC(CO)c3nc4ccccc4n3Cc3ccc(C)cc3)n2)cc1 (stereo not drawn)
56	CCCCNc1ccc(C(CC(N)=O)NC(=O)Cc2ccc(Br)cc2)cc1[N+](=O)[O-] (stereo not drawn)
57	O=C(Oc1cccc(C(=S)N2CCCCC2)c1)c1ccccc1
58	O=C1Cc2ccccc2Sc2cc(OCCCN3CCCCC3)ccc21
59	CCO/C=C1\C(=O)N(CC)c2ccccc21
60	Cc1sc2ncnc(Sc3ccccc3C(=O)Nc3ccc(Br)cc3)c2c1C

Screen / compound no.	51	52	53	54	55	56	57	58	59	60
PfG6PD inh	35	-20	-22	-7	6	-12	-4	-3	8	36
SENP7 block	-4	8	11	1	4	2	5	1	5	7
SENP8 inh	24	12	9	-6	-6	31	16	-183	0	12
SENP6 block	-17	2	-2	-11	-14	-23	2	-11	12	15
ATG4B inhibitor	2	18	9	-10	2	-1	7	-3	-5	-5
GRIN3A LBD mod	1	-3	1	-1	-1	-1	0	1	1	1
MPTP block	5.3	2.8	5.5	1.6	0.9	-1.5	1.5	71*	0.6	4.1
HKDC1 inh	2	4	4	-2	-6	-3	7	-2	1	-5

61	CCn1c2ccccc2c2cc(NC(=O)N3CCOCC3)ccc21
62	CCOC(=O)c1sc2nc(CC(=O)OC)nc(N(C)CCc3ccccn3)c2c1C
63	Cc1cccc(OCc2nnc(SCC(=O)Nc3cccc(C(=O)N4CCOCC4)c3)n2C)c1C
64	O=C(NCCCN1CCN(Cc2ccccc2)CC1)C1CCN(S(=O)(=O)N2CCC3(CC2)OCCO3)CC1
65	COc1ccc(/C=C/C(=O)O/N=C(\N)c2cccnc2)cc1OC

Screen / compound no.	61	62	63	64	65
PfG6PD inh	16	26	16	11	0
SENP7 block	-12	-5	1	6	8
SENP8 inh	-341	-109	4	11	-154
SENP6 block	-19	-17	-12	9	-5
ATG4B inhibitor	-1	-12	0	-11	-8
GRIN3A LBD mod	-2	-2	-6	-2	2
MPTP block	2.1	-1.2	-0.7	0.6	0.4
HKDC1 inh	7	5	-10	-10	-4

# A draw from above in order of length of the SMILES, smallest number first.
59	CCO/C=C1\C(=O)N(CC)c2ccccc21
61	CCn1c2ccccc2c2cc(NC(=O)N3CCOCC3)ccc21
60	Cc1sc2ncnc(Sc3ccccc3C(=O)Nc3ccc(Br)cc3)c2c1C
62	CCOC(=O)c1sc2nc(CC(=O)OC)nc(N(C)CCc3ccccn3)c2c1C
63	Cc1cccc(OCc2nnc(SCC(=O)Nc3cccc(C(=O)N4CCOCC4)c3)n2C)c1C
56	CCCCNc1ccc(C(CC(N)=O)NC(=O)Cc2ccc(Br)cc2)cc1[N+](=O)[O-] (stereo not drawn)
64	O=C(NCCCN1CCN(Cc2ccccc2)CC1)C1CCN(S(=O)(=O)N2CCC3(CC2)OCCO3)CC1

Screen / compound no.	59	61	60	62	63	56	64
PfG6PD inh	8	16	36	26	16	-12	11
SENP7 block	5	-12	7	-5	1	2	6
SENP8 inh	0	-341	12	-109	4	31	11
SENP6 block	12	-19	15	-17	-12	-23	9
ATG4B inhibitor	-5	-1	-5	-12	0	-1	-11
GRIN3A LBD mod	1	-2	1	-2	-6	-1	-2
MPTP block	0.6	2.1	4.1	-1.2	-0.7	-1.5	0.6
HKDC1 inh	1	7	-5	5	-10	-3	-10
